# Source: PubChem BioAssay (several laboratories)
# NOD2 RIPK2 PPI: blocks binding of human NOD2 to RIPK2. O43353. CHO BLA complementation NOD2-RIPK2, CCF4 ratio. inhibition, % at 4.98 µM. actives 0.38% (n = 360,000). AID 624267; in the data active = inhibition above about 21%;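 also: 0% = vehicle only and 100% = reference blocker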
# MC4R barr agon: activates human MC4R beta-arrestin recruitment; actives 0.98% (n = 360,000); U2OS MC4R beta-arrestin complementation, luminescence; percent of melanotan II response, DMSO zero; activation, % at 8.9 µM; P32245; AID 540308;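 active = activation above a per-plate cutoff, the mean activation of sample wells on that plate plus 3 SD, cut at about 8% in these data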
# ABHD5-PLIN5 inh: inhibitors of human ABHD5-perilipin-5 interaction; Split G. princeps luciferase complementation, luminescence, 4 h; actives 0.78% (n = 360,000); Q00G26+Q8WTS1; inhibition, % at 4 µM;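 active = inhibition above the mean inhibition across every tested compound plus 3 SD, cut at about 22% in these data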;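 also: 0% = DMSO only wells and the 100% control is not disclosed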
# N-glyco inh: blocks N-linked glycosylation in D54 reporter cells; actives 0.23% (n = 360,000); reporter increase, % at 12.5 µM; D54 ERlucT glycosylation luciferase reporter, 24 h; percent of 100 nM tunicamycin response;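 active = mean luciferase reporter signal, scaled so untreated is 0 and the glycosylation-blocking control 100, at or above a set limit in every replicate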;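 also: luciferase carries N-glycosylation sites so blocking glycosylation raises the light; 0% = median of neutral control wells and 100% = median of 100 nM tunicamycin wells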
# MC4R antagonist: blocks human MC4R cAMP signaling. P32245. MC4R-expressing cells, MTII-stimulated cAMP, LANCE TR-FRET. inhibition, % at 6.5 µM. actives 0.48% (n = 360,000). AID 540295;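 active = inhibition above its plate's cutoff, the mean of tested wells on that plate plus 3 SD, cut at about 29% in these data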;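 also: 0% = Melanotan II alone and 100% = Melanotan II plus saturating MCL0020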
#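 Test system: U2OS cells stably expressing human melanocortin 4 receptor (MC4R); also added: Melanotan II challenge; compound: 6.5 µM single dose; timing: 30-min compound preincubation, 1-h Melanotan II challenge, 1-h detection, room temperature; signal: Eu-cAMP/anti-cAMP TR-FRET, emission 671 nm; repeats: one well per compound, no replicates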
# SRC2 inh: inhibits human steroid receptor coactivator 2. HEK293 GAL4-SRC2 luciferase reporter, luminescence. inhibition, % at 9 µM. actives 0.17% (n = 370,000);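 active = inhibition above the mean inhibition of all tested compounds plus 3 SD, set per campaign, cut at about 52% in these data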;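 also: 0% = DMSO treated cells and 100% = cells given Gossypol at 36 µM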
# ABCB6 inh 2: blocks the human ABCB6 transporter; Q9NP58; K562-ABCB6 porphyrin accumulation, flow cytometry, 1 h; stronger effect = lower value; actives 0.19% (n = 360,000); AID 602162; fluorescence ratio to DMSO, % at 10 µM;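 active = fluorescence ratio to DMSO below 75%, the collection mean minus 3 SD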;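 also: signal is porphyrin accumulated inside mitochondria; 100% equals median channel fluorescence of DMSO control wells; lower ratio means ABCB6 inhibition with less porphyrin fluorescence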
# Target sequence (Q9NP58 whole entry, looked up): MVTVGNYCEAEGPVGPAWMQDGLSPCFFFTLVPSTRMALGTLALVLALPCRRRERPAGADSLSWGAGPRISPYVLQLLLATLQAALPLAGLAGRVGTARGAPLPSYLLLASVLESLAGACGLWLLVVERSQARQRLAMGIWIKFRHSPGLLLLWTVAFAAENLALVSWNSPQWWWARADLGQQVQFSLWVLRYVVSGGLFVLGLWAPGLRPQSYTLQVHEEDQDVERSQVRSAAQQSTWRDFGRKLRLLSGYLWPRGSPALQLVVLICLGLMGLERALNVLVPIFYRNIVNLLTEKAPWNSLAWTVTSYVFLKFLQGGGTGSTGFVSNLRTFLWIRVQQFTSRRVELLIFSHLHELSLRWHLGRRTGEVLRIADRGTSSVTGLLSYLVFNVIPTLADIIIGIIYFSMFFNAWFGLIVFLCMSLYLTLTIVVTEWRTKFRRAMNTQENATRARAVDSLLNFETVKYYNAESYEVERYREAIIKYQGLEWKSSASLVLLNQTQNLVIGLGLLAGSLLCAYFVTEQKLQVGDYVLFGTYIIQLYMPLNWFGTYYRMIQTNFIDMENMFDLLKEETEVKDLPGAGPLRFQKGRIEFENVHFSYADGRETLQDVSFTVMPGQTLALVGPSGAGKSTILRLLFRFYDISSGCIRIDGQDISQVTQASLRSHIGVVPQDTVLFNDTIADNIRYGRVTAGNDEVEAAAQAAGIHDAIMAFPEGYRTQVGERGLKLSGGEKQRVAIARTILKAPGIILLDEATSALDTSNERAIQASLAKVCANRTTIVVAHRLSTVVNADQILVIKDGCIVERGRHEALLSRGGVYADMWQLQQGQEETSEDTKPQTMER
# m5-HT2A agonist: activates the mouse 5-HT2A serotonin receptor; actives 0.66% (n = 360,000); P35363; CHO-K1 mHTR2A beta-arrestin complementation, luminescence; percent of 30 µM serotonin response; activation, % at 7.6 µM;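 active = activation above a run cutoff, the mean activation of all tested compounds plus 3 SD, cut at about 14% in these data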;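 also: 0% = plate median of compound wells and 100% = 30 µM serotonin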
# H9c2 protect: modulators protecting cardiomyocytes from myocardial damage; protection from H2O2 cell death, % at 20 µM; H9c2 cardiomyocytes, H2O2 injury protection, ATPLite, 2 h; AID 588492; actives 0.63% (n = 360,000);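 active = compounds giving at least 50% protection of heart cells from peroxide-induced death in the single-dose screen, raw or plate-pattern-corrected value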;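 also: 0% = DMSO wells with peroxide and 100% = DMSO wells without peroxide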
# TLR9-MyD88 inh: TLR9-MyD88 interaction inhibition. Q9NR96+Q99836. CHO BLA complementation TLR9-MyD88, CCF4 FRET ratio. inhibition, % at 4.98 µM. actives 0.21% (n = 340,000). AID 504734;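 active = inhibition above the mean over all tested compounds plus 3 SD, cut at about 21% in these data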;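 also: 0% = DMSO only wells and 100% = clavulanate BLA inhibitor control wells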
# The depositor's hits bear a star; · = no result given. These rows are one share of the data (hit frequency here may not be typical).
SMILES,NOD2 RIPK2 PPI,MC4R barr agon,ABHD5-PLIN5 inh,N-glyco inh,MC4R antagonist,SRC2 inh,ABCB6 inh 2,m5-HT2A agonist,H9c2 protect,TLR9-MyD88 inh
CCc1ccc(CNC(=O)CCc2nnc(Cc3cccc(C(F)(F)F)c3)o2)nc1,-7,-1.6,-1,0,13,-9,172,-3,-20,4
Cc1cccc(S(=O)(=O)Nc2nc3ccccc3nc2NCc2ccc3c(c2)OCO3)c1,-3,0.8,-2,-1,3,14,101,0,-9,-9
CCC1CCc2c(sc(NC(=O)c3cnccn3)c2C(N)=O)C1 (configuration not stated),-16,-1.1,-2,-1,8,-5,97,6,5,6
O=C(CSc1nnc(-c2ccc(F)cc2)o1)NC1CCCC1,-6,-1.4,-2,1,11,8,100,-6,2,-1
Nc1ccc2c(c1)C(=O)c1cc(N)c(Cl)cc1-2,-7,-1.9,1,-1,-21,-2,98,-4,9,-8
O=C1CCN(C(=O)Nc2ccccc2Cl)N1,0,-0.7,13,2,-1,7,100,1,-2,3
CN(CC(=O)Nc1ccc(F)c(F)c1F)C1CCCCC1,-5,1.4,-4,2,-3,1,97,-4,-9,-20
Cc1cc(=O)c2cc(NC(=O)c3ccccc3Cl)ccc2[nH]1,-1,0.8,1,1,-2,19,99,-2,8,0
CC(C)Cn1cnc2c1c(=O)n(CC(O)c1ccccc1)c(=O)n2CC(C)C (configuration not stated),-2,-0.8,-4,0,7,6,79,1,0,-4
Cc1ccc(C(=O)N/C(=C\c2ccc(Cl)cc2)C(=O)NCC2CCCO2)cc1 (configuration not stated),3,-1.8,2,1,5,-2,97,-3,-1,-8
CN1CC(=O)N(CC(=O)N2CCC(Cc3ccccc3)CC2)C1=O,3,-1.1,-4,-3,8,22,98,-3,-4,1
COC(=O)c1ccccc1NC(=O)CSc1nc(-c2ccco2)cc(C(F)(F)F)n1,2,-1.6,-3,14,-24,-6,95,-2,-9,0
C=C(C)C(=O)Oc1ccc(N=Nc2ccc(C)cc2)ccc1=O,-8,-2.7,3,9,9,-56,102,2,26,·
C[C@@H](C(=O)Nc1ccc(SC(F)F)cc1)N1C(=O)C2CCCCC2C1=O (some centres not stated),-10,-1.4,-9,0,-5,-17,99,-6,0,1
O=C(O)CN1CCNCCN(CC(=O)O)CCNCC1,1,-0.1,4,-2,15,10,99,3,2,-18
O=C(Nc1ccccc1F)N1CCC(NC(=O)C23CC4CC(CC(C4)C2)C3)CC1,8,-0.4,0,-2,9,8,99,-3,-4,12
COC(=O)c1ccc(OCC(=O)c2ccc(C)c(C)c2)cc1,0,3.0,-4,-8,14,-15,105,0,-8,2
O=C(CCC(=O)N(CC(=O)NC1CCCCC1)Cc1ccc(F)cc1)Nc1nccs1,-2,0.1,0,2,4,-12,99,-4,-2,-3
Cc1ccc(C)c(NC2=NCC(=O)N2c2ccc3c(c2)OCCO3)c1,4,-1.6,-3,1,-2,-34,93,2,9,-4
CCc1noc(C)c1C(=O)N(CCC(C)C)c1c(N)n(Cc2ccccc2)c(=O)[nH]c1=O,-6,-1.6,-3,2,10,-21,99,2,-2,3
COc1ccccc1CNC(=O)CCNC(=O)c1ccco1,-13,2.5,5,0,1,4,89,1,-1,-7
O=c1[nH]cnc2c1ncn2C1OC(CO)C(O)C1O (configuration not stated),-3,-1.7,-3,0,9,4,109,6,6,14
Cc1ccc(-c2nn(-c3ccccc3)cc2C=C2C(=O)CC(C)(C)CC2=O)cc1,-11,1.9,1,6,31*,-41,105,0,-25,-2
O=C(c1ccc(Br)s1)N1CCN(c2ccccn2)CC1,10,-3.0,-2,0,3,-5,83,-4,4,6
Cc1nn2c3ccccc3n(Cc3ccccc3)c2nc1=O,-13,-0.4,-4,2,1,7,96,0,-7,7
CCOC(=O)C(CC)Sc1nnc2c3cc(C)ccc3n(C)c2n1 (configuration not stated),0,0.1,1,1,3,-3,95,-3,3,9
O=C(Nc1ccccc1)C1Cc2c(-c3cccc(F)c3)ccnc2O1 (configuration not stated),4,-1.1,10,-5,8,-23,78,-6,1,·
Cc1ccc(C(CC(=O)O)C2CCOC(C)(C)C2)cc1 (configuration not stated),9,-2.2,1,3,3,-8,96,5,-1,-4
COc1ccc(-c2noc(CCCC(=O)O)n2)cc1,-5,-1.8,4,1,-4,77*,100,-4,-1,2
S=c1[nH]nc(Cn2nnc3ccccc32)n1-c1ccccc1,-10,0.7,-4,-1,1,-6,100,1,-3,-6
CCN1CCN(C(=O)c2cc(S(=O)(=O)N3CC(C)CC(C)C3)ccc2Cl)CC1 (configuration not stated),-5,-3.6,0,2,3,-15,101,5,0,-3
Cc1cc(C)nc(SCC(=O)Nc2ccc(S(=O)(=O)Nc3nccs3)cc2)n1,-4,-1.4,2,0,8,-15,99,3,19,-3
NC(=O)CC(NC(=O)Cc1cccc2ccccc12)c1ccc(NC2CCN(Cc3ccccc3)CC2)c([N+](=O)[O-])c1 (configuration not stated),-1,-1.2,15,-3,-1,4,101,-3,2,-3
CSc1nnc2c(n1)c(C)nn2-c1cccc(C)c1,-2,1.0,7,-2,13,-62,104,-1,-2,-17
COc1ccc(CN(C(=O)c2cc3ccccc3oc2=O)C2CCCCC2)cc1OC,5,0.1,6,6,10,-37,103,-6,22,-14
COc1ccc(CC(=O)NC2CCN(Cc3nnnn3C(C)(C)C)CC2)cc1OC,-10,-0.8,7,2,2,-5,94,-3,1,10
CCOc1cc(/C=C2/C(=O)ON=C2C)ccc1O,-2,-1.1,0,8,-12,9,97,4,5,-10
Cc1onc(-c2ccccc2)c1C(=O)N/N=C/c1ccc(O)c([N+](=O)[O-])c1,9,-3.5,9,-2,-2,22,101,-2,-2,-22
CCOC(=O)CN1C(=O)S/C(=C/c2cc(C)n(-c3ccccn3)c2C)C1=O,3,-2.6,-7,-5,-3,-52,96,0,-8,-1
CC(C)(C)c1ncc(S(=O)(=O)c2ccc(C(F)(F)F)cn2)c(N)n1,-2,0.4,0,-3,7,21,95,-4,-9,-8
Cc1ccc2c(c1)N(C(=O)CCC(=O)NCCCN1CCN(C)CC1)CCO2,-4,2.0,-9,0,19,11,102,-2,13,2
O=C(COC(=O)c1ccc([N+](=O)[O-])cc1)NC12CC3CC(CC(C3)C1)C2,-1,-2.4,4,1,15,-1,101,3,9,-5
COC(=O)CC1COc2ccccc2N1C(=O)c1ccc(C(C)(C)C)cc1 (configuration not stated),3,6.6,-7,-6,4,0,96,11,-15,3
O=C(Cc1cccc(F)c1)Nc1ccc2c(c1)CCC2,-2,0.1,-2,-3,6,-15,97,-2,-3,-5
CCOC(=O)C1(C)CCN1C(=O)COc1ccc(C(C)(C)C)cc1 (configuration not stated),-2,-0.9,0,0,1,19,95,0,-1,·
COc1cc(NC(=O)c2ccc(Br)o2)ccc1NC(=O)c1ccccc1Cl,0,0.8,3,-7,11,1,98,-1,20,6
CCOC(=O)C1CCN(C(=O)C2(NC(=O)Nc3cccc(F)c3)CCCCC2)CC1,-1,0.2,-7,-1,23,-22,107,1,-1,-10
CC(NC(=O)COC(=O)c1ccc2c(=O)n3c(nc2c1)CCCCC3)c1ccccc1 (configuration not stated),-2,-2.7,3,-1,10,13,95,7,6,5

# One compound at a time, from the list above:
# `COc1cc(NC(=O)c2ccc(Br)o2)ccc1NC(=O)c1ccccc1Cl` across the screens: NOD2 RIPK2 PPI: 0; MC4R barr agon: 0.8; ABHD5-PLIN5 inh: 3; N-glyco inh: -7; MC4R antagonist: 11; SRC2 inh: 1; ABCB6 inh 2: 98; m5-HT2A agonist: -1; H9c2 protect: 20; TLR9-MyD88 inh: 6
# `CC(NC(=O)COC(=O)c1ccc2c(=O)n3c(nc2c1)CCCCC3)c1ccccc1` (configuration not stated) across the screens: NOD2 RIPK2 PPI: -2; MC4R barr agon: -2.7; ABHD5-PLIN5 inh: 3; N-glyco inh: -1; MC4R antagonist: 10; SRC2 inh: 13; ABCB6 inh 2: 95; m5-HT2A agonist: 7; H9c2 protect: 6; TLR9-MyD88 inh: 5
# `COC(=O)CC1COc2ccccc2N1C(=O)c1ccc(C(C)(C)C)cc1` (configuration not stated) across the screens: NOD2 RIPK2 PPI: 3; MC4R barr agon: 6.6; ABHD5-PLIN5 inh: -7; N-glyco inh: -6; MC4R antagonist: 4; SRC2 inh: 0; ABCB6 inh 2: 96; m5-HT2A agonist: 11; H9c2 protect: -15; TLR9-MyD88 inh: 3

# (continued)
SMILES,NOD2 RIPK2 PPI,MC4R barr agon,ABHD5-PLIN5 inh,N-glyco inh,MC4R antagonist,SRC2 inh,ABCB6 inh 2,m5-HT2A agonist,H9c2 protect,TLR9-MyD88 inh
CSc1cccc(NS(=O)(=O)c2ccc(F)cc2)c1,-3,-0.2,-9,-2,0,-4,97,-7,0,-12
O=C(CSc1nnc(NC(=O)C2CC(=O)N(c3ccc(F)cc3)C2)s1)NCc1ccco1 (configuration not stated),2,-2.2,16,1,6,-22,94,0,12,-4
O=C(NNC(=O)c1nn(-c2ccc(F)cc2)ccc1=O)c1ccccc1Cl,-10,-0.8,-2,3,5,10,100,4,7,-2
O=C(COc1ccccc1)Nc1ccc(N2CCN(C(=O)c3cccs3)CC2)cc1,-4,-2.9,2,-5,1,-1,94,2,-2,10

# Arranged by value in N-glyco inh (descending): some entries from above.
compound,NOD2 RIPK2 PPI,MC4R barr agon,ABHD5-PLIN5 inh,N-glyco inh,MC4R antagonist,SRC2 inh,ABCB6 inh 2,m5-HT2A agonist,TLR9-MyD88 inh
Cc1nn2c3ccccc3n(Cc3ccccc3)c2nc1=O,-13,-0.4,-4,2,1,7,96,0,7
CCOC(=O)C(CC)Sc1nnc2c3cc(C)ccc3n(C)c2n1 (configuration not stated),0,0.1,1,1,3,-3,95,-3,9
Cc1onc(-c2ccccc2)c1C(=O)N/N=C/c1ccc(O)c([N+](=O)[O-])c1,9,-3.5,9,-2,-2,22,101,-2,-22

# Arranged by count of non-hydrogen atoms (falling): 6 of the compounds above.
SMILES,NOD2 RIPK2 PPI,MC4R barr agon,ABHD5-PLIN5 inh,N-glyco inh,MC4R antagonist,SRC2 inh,ABCB6 inh 2,m5-HT2A agonist,H9c2 protect,TLR9-MyD88 inh
O=C(CSc1nnc(NC(=O)C2CC(=O)N(c3ccc(F)cc3)C2)s1)NCc1ccco1 (configuration not stated),2,-2.2,16,1,6,-22,94,0,12,-4
CCOC(=O)C1CCN(C(=O)C2(NC(=O)Nc3cccc(F)c3)CCCCC2)CC1,-1,0.2,-7,-1,23,-22,107,1,-1,-10
O=C(NNC(=O)c1nn(-c2ccc(F)cc2)ccc1=O)c1ccccc1Cl,-10,-0.8,-2,3,5,10,100,4,7,-2
CCOC(=O)C1(C)CCN1C(=O)COc1ccc(C(C)(C)C)cc1 (configuration not stated),-2,-0.9,0,0,1,19,95,0,-1,·
O=C(Cc1cccc(F)c1)Nc1ccc2c(c1)CCC2,-2,0.1,-2,-3,6,-15,97,-2,-3,-5
CSc1cccc(NS(=O)(=O)c2ccc(F)cc2)c1,-3,-0.2,-9,-2,0,-4,97,-7,0,-12
